CYP2C19 activ: human CYP2C19 activators, primary screen, biochemical, luminescence; recombinant CYP2C19, luciferin-H EGE luminescence; hits give high values; 0 = fully inhibited enzyme, 1 = untreated enzyme; AID 1025, 2008; 96,000 tested, under 10 active; activation factor at 5 µM;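 active = activation factor of at least 2 at 5 µM in the primary screen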;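 note: 0 = wells with 2.5 mM tranylcypromine and 1 = vehicle-only wells; values of inactives mirror those of a sister screen read the other way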
Target sequence (P33261 whole entry, looked up): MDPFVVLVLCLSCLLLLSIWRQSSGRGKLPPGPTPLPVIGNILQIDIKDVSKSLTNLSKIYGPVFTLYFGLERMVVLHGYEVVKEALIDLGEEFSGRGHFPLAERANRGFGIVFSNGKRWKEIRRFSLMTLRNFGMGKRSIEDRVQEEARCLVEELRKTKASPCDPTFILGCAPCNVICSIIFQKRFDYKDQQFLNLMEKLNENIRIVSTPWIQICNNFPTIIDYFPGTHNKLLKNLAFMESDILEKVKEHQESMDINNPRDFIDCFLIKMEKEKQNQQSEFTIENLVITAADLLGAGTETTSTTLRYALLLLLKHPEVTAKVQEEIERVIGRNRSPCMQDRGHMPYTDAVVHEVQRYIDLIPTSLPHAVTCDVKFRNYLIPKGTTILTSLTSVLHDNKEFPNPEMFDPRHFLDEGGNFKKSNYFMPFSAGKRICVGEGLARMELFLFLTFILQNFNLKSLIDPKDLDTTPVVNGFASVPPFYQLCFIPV
CYP2C19 inhib: blockers of cytochrome P450 2C19 activity – biochemical, luminescence, ADME assay, primary screen; P33261; CYP2C19 Supersomes, luciferin-H EGE luminescence, 30 min; inhibition, % at 5 µM; 96,000 compounds, 21% hits;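 active = CYP2C19 inhibition above a set limit at 5 µM in the primary screen, cut at about 50% in these data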;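 note: plate controls were negative control wells for no effect and 2.5 mM tranylcypromine positive control for full effect; values of inactives mirror those of a sister screen read the other way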
DAT uptake mod: changed hDAT dopamine uptake under cocaine IC80, either direction, primary screen, cocaine antagonist project, cell-based, LLC-PK1 hDAT, [14C]-dopamine uptake, MLSMR | Sodium-dependent dopamine transporter (Homo sapiens), Q01959 | LLC-PK1 hDAT cells, [14C]-dopamine uptake with cocaine IC80; actives deviate in either direction | B-score at 10 µM | 110,000 compounds, 1.3% hits | AID 449768, 2010;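 active = Z score or B-score, a plate-position-corrected score, falls beyond the plate's 99.7% confidence bounds, in either direction; inactive = both scores lie inside the 99.7% bounds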;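 note: scored against the spread of the other compound wells on the same plate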
Target sequence (Q01959 whole entry, looked up): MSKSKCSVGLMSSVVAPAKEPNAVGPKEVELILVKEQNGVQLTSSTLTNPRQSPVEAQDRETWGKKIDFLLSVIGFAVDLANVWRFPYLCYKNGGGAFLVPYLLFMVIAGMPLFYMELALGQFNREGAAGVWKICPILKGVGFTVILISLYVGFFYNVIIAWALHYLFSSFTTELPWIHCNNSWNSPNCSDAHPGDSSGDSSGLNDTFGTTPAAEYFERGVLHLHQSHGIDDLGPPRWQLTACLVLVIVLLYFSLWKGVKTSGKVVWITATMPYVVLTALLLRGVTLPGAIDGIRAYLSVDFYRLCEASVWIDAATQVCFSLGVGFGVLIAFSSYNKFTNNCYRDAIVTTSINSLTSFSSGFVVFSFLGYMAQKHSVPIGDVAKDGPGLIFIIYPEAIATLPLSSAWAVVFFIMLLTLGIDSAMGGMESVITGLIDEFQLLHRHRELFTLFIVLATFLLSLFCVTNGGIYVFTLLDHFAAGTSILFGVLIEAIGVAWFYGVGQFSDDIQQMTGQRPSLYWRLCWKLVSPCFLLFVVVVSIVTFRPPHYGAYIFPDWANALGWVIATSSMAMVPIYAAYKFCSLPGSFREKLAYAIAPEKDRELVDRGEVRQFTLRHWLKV
* marks the source's active call; other numbers are inactive results; . = no result given; & = joins results of further samples. A portion of the library; the hit share may differ from the screen's.

cpd	CYP2C19 activ	CYP2C19 inhib	DAT uptake mod	Molecule
1	0.9	14	.	COc1cc(OC)c(-c2nn3c(-c4cccnc4)nnc3s2)cc1OC
2	0.5	53*	.	COc1ccc2c(=O)c3c(=O)n(Cc4ccco4)c(C4CCCCC4)nc3oc2c1
3	0.5	52*	.	CCNC(=O)CSc1nc2cc(OC)c(OC)cc2c(=O)n1CCC1=CCCCC1
4	1	4	.	COc1ccc(C)cc1NC(=O)c1cnc2sccn2c1=O
5	0.9	13	.	CCCCCn1c2nc3ccccc3nc2c2c(=O)n(CC3CCCO3)c(C)nc21 (stereo unspecified)
6	1	-3	.	COc1ccc(N2CCn3c2nc2c3c(=O)n(CCCc3ccccc3)c(=O)n2C)cc1
7	0.2	76*	.	O=C(N=c1nc2ccccn2s1)c1ccccc1
8	0.7	34	.	COC(=O)c1cc(Br)c(=O)n(-c2ccc(C(C)=O)cc2)c1
9	1.1	-14	.	CC1=C(C(=O)OC(C)C)C(/C=C/c2ccccc2)NC(=O)N1 (stereo unspecified)
10	1	3	.	CCCCNC(=O)c1cc2c(=O)n3cccc(C)c3nc2n1C

Further structures.
cpd	CYP2C19 activ	CYP2C19 inhib	DAT uptake mod	Molecule
11	0.9	7	.	CCCOc1cccc(C2/C(=C(/O)c3ccncc3)C(=O)C(=O)N2CCCN(C)C)c1 (stereo unspecified)
12	0.7	34	.	N#Cc1c2c(c(N3CCN(CCO)CC3)n3c1nc1ccccc13)CCCC2
13	1	4	.	Cc1nc2c(c(=O)n1Cc1ccccc1Cl)c1nc3ccccc3nc1n2Cc1ccco1
14	0.9	12	.	Cc1ccccc1-c1nnc2s/c(=C\c3ccc(N(C)C)cc3)c(=O)n12
15	0.4	65*	.	COC(=O)C1=C(C)N2C(=O)CSC2=NC1c1ccc2c(c1)OCO2 (stereo unspecified)
16	0.4	63*	.	CCOC(=O)C1=C(N)n2c(s/c(=C\c3cccnc3)c2=O)=C(C(=O)OCC)C1c1cccnc1 (stereo unspecified)
17	0.8	18	.	CN1C(=O)c2oc3ccc(Br)cc3c(=O)c2C1c1ccncc1 (stereo unspecified)
18	1.2	-21	.	COc1cc2cc(C)c3nnc(SCC(N)=O)n3c2cc1OC
19	1	1	.	Nc1c(C(=O)NC2CCCCC2)c2nc3ccccc3nc2n1/N=C/c1ccco1
20	1.1	-5	.	CCC(CC)C(=O)NCCc1cc2ccc(C)c(C)c2[nH]c1=O

Continued.
cpd	CYP2C19 activ	CYP2C19 inhib	DAT uptake mod	Molecule
21	1	0	.	Cc1nc(NC2=NCN(Cc3ccc4c(c3)OCO4)CN2)nc2ccccc12
22	1	-3	.	Cc1oc(-c2ccc(Cl)cc2)cc1-c1nn2c(-c3ccco3)nnc2s1
23	1.1	-11	.	O=C(N1CCCC1)N1CCN(c2ncnc3c(-c4ccc(Cl)cc4)nsc23)CC1
24	0.9	9	.	COc1cc2nc(CN(C)CC(=O)Nc3ccc(N4CCOCC4)cc3)[nH]c(=O)c2cc1OC
25	.	.	-0.44	CC[C@@H](C)C(N)c1cn([C@@H](CCC(=O)O)C(=O)N2CCNCC2)nn1 (stereo partly specified)
26	.	.	0.6	COC(=O)c1ccc(C2=NOC(C)(c3sc(-c4ccccc4)nc3C)C2)cc1 (stereo unspecified)
27	.	.	-1&-1.5	C[c-]1[c-](C)[c-](C)[c-](C)[c-]1C.[Fe].c1cc2nccc(N3CCCC3)[c-]2c1 (stereo unspecified)
28	.	.	-0.014	CCOC(=O)c1ccc(NC(=O)c2nc[nH]c2C(=O)N2CCc3ccccc3C2)cc1
29	.	.	0.52	CC(C)c1cc(-c2cc(C(=O)NCc3ccccc3)on2)nc(NC2CCCC2)n1
30	.	.	0.53	CCOC(=O)C1=C[C@]2(CC)CCCN3CCc4c(n1c1ccccc41)[C@@H]32

(cont.)
cpd	CYP2C19 activ	CYP2C19 inhib	DAT uptake mod	Molecule
31	.	.	0.28	COC(=O)C1=C(C(=O)OC)[C@@H]2N(Cc3ccccc3)c3ccccc3[C@@]23C[C@@H](CO)N(C(=O)NC2CCCC2)C3=N1
32	.	.	0.024	CC(=O)N[C@H](Cc1c[nH]c2ccccc12)C(=O)O
33	.	.	-0.9	O=C(Nc1cccc(-c2csc(Nc3cccc(C(F)(F)F)c3)n2)c1)c1cc([N+](=O)[O-])cc(C(F)(F)F)c1
34	.	.	0.37	Cn1c(NC(=O)CC2CCCCC2)cc(=O)n(C)c1=O
35	.	.	0.016	C=C1CCN([C@@H](C)C(=O)NCc2cc(OC)c(OC)c(OC)c2)S(=O)(=O)c2ccccc21
36	.	.	0.59	O=C(NCCc1csc(-c2cccnc2)n1)c1ccc(Cl)cc1
37	.	.	-1.7	Cc1cn(C)c(=O)n(C)c1=O
38	.	.	0.95	C=C1CCC(C)C(C)(CCC2=CCOC2=O)C/C=C\C=C/1C(=O)O (stereo unspecified)
39	.	.	0.003	O=C(CSCC(=O)Nc1nc(-c2ccc3c(c2)OCO3)cs1)Nc1nccs1
40	.	.	1	Cc1ccc(-c2nc(SCC(=O)NCC3CCCO3)c(-c3ccccc3)[nH]2)cc1 (stereo unspecified)

(next part)
cpd	CYP2C19 activ	CYP2C19 inhib	DAT uptake mod	Molecule
41	.	.	-0.0084	CCN(CC)CCC(c1cc(OC)c(OC)c(OC)c1)c1c(OC)cc(OC)c2ccc(=O)oc12 (stereo unspecified)
42	.	.	0.052	CC(=O)OC1CCC2(C)C(=CCC3C2CCC2(C)C3CC3OC4(CCC(C)CN4)C(C)C32)C1 (stereo unspecified)
43	.	.	-1.2	CCCC(C(=O)OCCN(CC)CC)(c1ccccc1)c1ccccc1
44	.	.	0.64	COc1cc(NC(=O)c2ccc(N)nc2)cc(C(=O)Nc2cccc(C(F)(F)F)c2)c1
45	.	.	2.2*	O=C1c2c(O)cc(O)cc2O[C@@]12c1c(cc(O)c3c1O[C@H](c1ccc(O)cc1)[C@@H](O)C3)O[C@@H]2c1ccc(O)cc1
46	.	.	0.7	CC(C)(O)CC[C@@H](O)[C@](C)(O)[C@H]1CC[C@@]2(O)C3=CC(=O)[C@@H]4C[C@@H](O)[C@@H](O)C[C@]4(C)C3CC[C@]12C (stereo partly specified)
47	.	.	0.032	Cc1cccc(Nc2ccncc2S(=O)(=O)NC(=O)NC(C)C)c1
48	.	.	0.24	N=C(N)SCCc1cccc(CCSC(=N)N)c1
49	.	.	-1.3	COc1ccc(NC(=O)CC2C(=O)N(c3cccc(OC)c3)C(=O)N2C(C)C)cc1 (stereo unspecified)
50	.	.	-0.38	COC1OC(CO)C(O)C(O)C1O (stereo unspecified)

Following part.
cpd	CYP2C19 activ	CYP2C19 inhib	DAT uptake mod	Molecule
51	.	.	-0.0093	CCCN1CCC(=O)N([C@H](CSc2ccc(Br)cc2)c2ccccc2)CC1
52	.	.	0.75	CCOC(=O)c1cc(-c2ccccc2)nn1CC1CC(c2cccc([N+](=O)[O-])c2)=NO1 (stereo unspecified)
53	.	.	0.21	O=C(NCc1nc2ccccc2[nH]1)C1=C[C@@H](c2ccc(Br)cc2)C[C@@H](OCCCCO)O1
54	.	.	0.25	Cc1cc(Cl)ccc1NC(=S)N1CCN(Cc2ccc3c(c2)OCO3)CC1
55	.	.	0.18	NCCCC[C@@H]1NC(=O)c2cc([N+](=O)[O-])cc(I)c2SC[C@@H](C(N)=O)NC(=O)[C@H](CCC(N)=O)NC1=O
56	.	.	0.96	CCN(CC)C(=O)CC(c1ccc(OC)cc1)c1c(OC)cc(OC)c2ccc(=O)oc12 (stereo unspecified)
57	.	.	-0.61	CC[C@@H](C)C(NC(=O)OC(C)(C)C)c1cn([C@@H](CCC(=O)OC(C)(C)C)C(=O)N2CCN(C(=O)OC(C)(C)C)CC2)nn1 (stereo partly specified)
58	.	.	-0.021	O=C(O)C[C@H]1c2cc(F)ccc2S(=O)(=O)N1C1CCCCC1
59	.	.	-0.43	CCCCNc1ccc(C(CC(N)=O)NC(=O)Cc2cccc3ccccc23)cc1[N+](=O)[O-] (stereo unspecified)
60	.	.	-0.52	CCO[C@H]1OC(C(=O)O)=C[C@@H](c2csc3ccccc23)[C@@H]1CCCO

(further entries)
cpd	CYP2C19 activ	CYP2C19 inhib	DAT uptake mod	Molecule
61	.	.	0.0097	O=[N+]([O-])c1cc(-c2csc(NCCc3nc4cc(Cl)c(N5CCCCC5)cc4n3CCCO)n2)ccc1Cl
62	.	.	-1	O=c1[nH]cc(O)c(=O)[nH]1
63	.	.	-0.0085	NC(=O)CC(NC(=O)c1ccccc1)c1ccc(NCc2ccccc2)c([N+](=O)[O-])c1 (stereo unspecified)
64	.	.	0.99	COc1ccc(C2=NN(C(=O)CSC3=NN4CCCC(=O)N=C4S3)C(c3cccc(OC)c3OC)C2)cc1 (stereo unspecified)
65	.	.	0.14	CC1(c2nnc(-c3cccc(Cl)c3)o2)CC(c2ccc(F)cc2)=NO1 (stereo unspecified)
66	.	.	-0.13	O=c1cccc2n1Cc1cc3ccccc3nc1-2
67	.	.	1.2	CCO[C@@H]1OC(C(=O)N2CCN(Cc3ccc4c(c3)OCO4)CC2)=C[C@H](c2coc3ccccc3c2=O)[C@H]1CCCO
68	.	.	-0.1	CCOC(=O)c1ccc(NC(=O)c2nc[nH]c2C(=O)N[C@@H](CCCCNC(=O)OC(C)(C)C)C(=O)OC(C)(C)C)cc1
69	.	.	-0.74	COc1c2ccoc2cc2oc(C)cc(=O)c12
70	.	.	-0.61	C[C@@H](NC(=O)C(=O)c1c[nH]c2ccccc12)c1ccccc1

Going on with the list.
cpd	CYP2C19 activ	CYP2C19 inhib	DAT uptake mod	Molecule
71	.	.	-0.13	O=C(NCc1ccccc1C(F)(F)F)C1CC(c2cc(C(F)(F)F)cc(C(F)(F)F)c2)=NO1 (stereo unspecified)
72	.	.	-0.011	CCCCC1=CC2=CC(=O)C(C)(O)C(=O)C2=CO1 (stereo unspecified)
73	.	.	-0.46	C#CCOCCOCCOCCNc1nc(N2CCOCC2)nc(N2CCN(C(=O)[C@H](CCCCN)n3cc([C@@H](N)CC(C)C)nn3)CC2)n1
74	.	.	0.76	CCOC(=O)c1c(NC(=O)CSc2c[nH]c3ccccc23)sc2c1CCC2
75	.	.	-0.55	CC1(c2nnc(-c3ccc(F)cc3)o2)CC(c2ccncc2)=NO1 (stereo unspecified)
76	.	.	-0.53	CC1(c2nnc(Cc3ccccc3)o2)CC(c2ccncc2)=NO1 (stereo unspecified)
77	.	.	1.5	O=C(NCc1ccc(OC(F)(F)F)cc1)C1CC(c2ccccc2C(F)(F)F)=NO1 (stereo unspecified)
78	.	.	0.16	CCN1CCN(Cc2ccc(NC(=O)c3cc(NC(=O)c4cc(-c5ccc(OC)cc5)n[nH]4)cc(OC)c3)cc2C(F)(F)F)CC1
79	.	.	-0.58	COC(=O)C1=C(C(=O)OC)[C@@H]2N(C)c3ccccc3[C@@]23C[C@@H](C(=O)OC)N(C(=O)CC(C)C)C3=N1
80	.	.	-1.8	CC#CCN1c2ccccc2[C@]23C[C@@H](C(=O)OC)N(C(C)=O)C2=NC(C(=O)OC)=C(C(=O)OC)[C@H]13

Gathered by group, the compounds so far containing an aryl methoxy group
cpd	CYP2C19 activ	CYP2C19 inhib	DAT uptake mod	Molecule
1	0.9	14	.	COc1cc(OC)c(-c2nn3c(-c4cccnc4)nnc3s2)cc1OC
2	0.5	53*	.	COc1ccc2c(=O)c3c(=O)n(Cc4ccco4)c(C4CCCCC4)nc3oc2c1
3	0.5	52*	.	CCNC(=O)CSc1nc2cc(OC)c(OC)cc2c(=O)n1CCC1=CCCCC1
4	1	4	.	COc1ccc(C)cc1NC(=O)c1cnc2sccn2c1=O
6	1	-3	.	COc1ccc(N2CCn3c2nc2c3c(=O)n(CCCc3ccccc3)c(=O)n2C)cc1
18	1.2	-21	.	COc1cc2cc(C)c3nnc(SCC(N)=O)n3c2cc1OC
24	0.9	9	.	COc1cc2nc(CN(C)CC(=O)Nc3ccc(N4CCOCC4)cc3)[nH]c(=O)c2cc1OC
35	.	.	0.016	C=C1CCN([C@@H](C)C(=O)NCc2cc(OC)c(OC)c(OC)c2)S(=O)(=O)c2ccccc21
41	.	.	-0.0084	CCN(CC)CCC(c1cc(OC)c(OC)c(OC)c1)c1c(OC)cc(OC)c2ccc(=O)oc12 (stereo unspecified)
44	.	.	0.64	COc1cc(NC(=O)c2ccc(N)nc2)cc(C(=O)Nc2cccc(C(F)(F)F)c2)c1
49	.	.	-1.3	COc1ccc(NC(=O)CC2C(=O)N(c3cccc(OC)c3)C(=O)N2C(C)C)cc1 (stereo unspecified)
56	.	.	0.96	CCN(CC)C(=O)CC(c1ccc(OC)cc1)c1c(OC)cc(OC)c2ccc(=O)oc12 (stereo unspecified)
64	.	.	0.99	COc1ccc(C2=NN(C(=O)CSC3=NN4CCCC(=O)N=C4S3)C(c3cccc(OC)c3OC)C2)cc1 (stereo unspecified)
69	.	.	-0.74	COc1c2ccoc2cc2oc(C)cc(=O)c12
78	.	.	0.16	CCN1CCN(Cc2ccc(NC(=O)c3cc(NC(=O)c4cc(-c5ccc(OC)cc5)n[nH]4)cc(OC)c3)cc2C(F)(F)F)CC1

Source: PubChem
